Source: PubChem
Vc quorum ag – inducers of Vibrio cholerae quorum light production without autoinducers, primary screen, BH1578 luxS cqsA deficient, single point; V. cholerae BH1578 lux reporter, luminescence, 6 h; activation, % at 18.7 µM; 350,000 tested, 0.16% active; in the data active = activation mostly above about 9.7%, no sharp cut-off; inconclusive = no clear call, values can overlap the other calls; inactive = mostly below about 3.7%; note: not every result past the cut was called active; inactives centre near 0; reference of the scale not given here
Yp Topo-I inh – Yersinia pestis topoisomerase I inhibitors, primary screen, biochemical, cleavage product accumulation, plate reader, single point; DNA topoisomerase I (Yersinia pestis CO92); Y. pestis Topo-I cleavage product accumulation; activity, % at 10 µM; 360,000 tested, 0.064% active; AID 504884, 2011; in the data active = activity above about 50%, passing the limit was not always enough; inconclusive = no clear call, values can overlap the other calls; note: inactives centre near 2
TcdB GH inh – TcdB glycohydrolase inhibitors, primary screen, biochemical, single point, plate reader. Toxin B (Clostridioides difficile), P18177. TcdB glycohydrolase enzymatic assay. inhibition, % at 9.99 µM. 350,000 tested, 0.24% active. AID 652162, 2013; in the data active = inhibition above about 10%
PfHsp40 yeast – rescue of yeast from PfHsp40 toxicity, primary screen, S. cerevisiae, ATP luminescence; S. cerevisiae expressing PfHsp40, growth rescue; growth rescue, % at 12.5 µM; 340,000 tested, 0.68% active; AID 504582, 2011; in the data active = growth rescue above about 28%, passing the limit was not always enough; inconclusive = no clear call, values can overlap the other calls;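 note: yeast W303a lacking pdr1 and pdr3 grown in galactose medium; growth measured after three days at 30 °C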
PriA SSB inh – inhibitors of Klebsiella pneumoniae PriA binding to SSB C-terminal tail, primary screen, biochemical, AlphaScreen. PriA–SSB C-terminal tail interaction (Klebsiella pneumoniae). AlphaScreen SSBct-PriA binding, biotinylated peptide. inhibition, % at 33 µM. 430,000 tested, 0.6% active; in the data active = inhibition mostly above about 37%, no sharp cut-off; inactive = mostly below about 20%;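 note: plate controls were negative control peptide for no effect and reference peptide for full effect; strong numbers were not always called active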
CCHF vOTU inh – CCHFV vOTU protease inhibitors, primary screen, biochemical, Pep-AMC substrate, fluorescence | Crimean-Congo hemorrhagic fever virus L polyprotein viral ovarian tumor (vOTU) protease … | inhibition, % at 11.5 µM | 370,000 tested, 0.55% active; in the data active = inhibition above about 30%; note: 0% = vehicle wells with enzyme and 100% = no enzyme wells
Anthrax LF prot – Bacillus anthracis LF protease inhibitors, primary screen, biochemical, multiplex microsphere, MLPCN library; Lethal factor (Bacillus anthracis), P15917; multiplex microsphere protease cleavage assay; inhibition, % at 10 µM; 360,000 tested, 0.12% active; AID 588501, 2011; note: plate controls were buffer without enzyme for full effect and enzyme alone for no effect
Target sequence (P15917 whole entry, looked up): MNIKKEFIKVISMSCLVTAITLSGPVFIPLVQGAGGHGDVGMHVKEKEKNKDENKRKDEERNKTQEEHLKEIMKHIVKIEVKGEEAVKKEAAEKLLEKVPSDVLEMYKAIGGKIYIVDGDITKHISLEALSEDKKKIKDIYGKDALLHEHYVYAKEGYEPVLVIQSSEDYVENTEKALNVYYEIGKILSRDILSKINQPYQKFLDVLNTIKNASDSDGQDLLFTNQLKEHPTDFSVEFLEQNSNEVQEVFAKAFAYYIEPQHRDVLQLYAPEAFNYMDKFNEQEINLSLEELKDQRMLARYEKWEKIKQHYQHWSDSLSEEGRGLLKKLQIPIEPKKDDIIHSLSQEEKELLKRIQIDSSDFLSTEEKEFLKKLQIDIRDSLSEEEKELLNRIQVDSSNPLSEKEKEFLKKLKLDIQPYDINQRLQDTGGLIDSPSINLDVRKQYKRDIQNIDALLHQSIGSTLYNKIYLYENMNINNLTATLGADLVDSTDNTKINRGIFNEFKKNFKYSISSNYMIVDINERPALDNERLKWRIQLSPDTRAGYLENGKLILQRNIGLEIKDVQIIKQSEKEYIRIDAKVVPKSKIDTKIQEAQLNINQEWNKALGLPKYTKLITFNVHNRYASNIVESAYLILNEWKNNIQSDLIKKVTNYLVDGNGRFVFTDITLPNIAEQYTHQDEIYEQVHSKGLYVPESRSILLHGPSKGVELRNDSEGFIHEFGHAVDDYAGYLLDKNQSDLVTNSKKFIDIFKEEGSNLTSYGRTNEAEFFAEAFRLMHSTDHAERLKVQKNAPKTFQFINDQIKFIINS
SARS 3CLpro inh – SARS-CoV 3CLpro protease inhibitors, primary screen, biochemical, quenched FRET; inhibition, % at 6 µM; 290,000 tested, 0.14% active; Replicase polyprotein 1ab (Severe acute respiratory syndrome coronavirus), P0C6X7; recombinant SARS-CoV 3CLpro, quenched FRET peptide cleavage; in the data active = inhibition above about 12%
DUSP3 inh – VHR1 phosphatase inhibitors, primary screen, biochemical, absorbance, uHTS; 290,000 tested, 0.52% active; Dual specificity protein phosphatase 3 (Homo sapiens), P51452; inhibition, % at 13.3 µM; recombinant VHR phosphatase, pNPP absorbance; in the data active = inhibition above about 50%; note: some compounds called inactive have numbers as strong as hits
Target sequence (P51452 whole entry, looked up): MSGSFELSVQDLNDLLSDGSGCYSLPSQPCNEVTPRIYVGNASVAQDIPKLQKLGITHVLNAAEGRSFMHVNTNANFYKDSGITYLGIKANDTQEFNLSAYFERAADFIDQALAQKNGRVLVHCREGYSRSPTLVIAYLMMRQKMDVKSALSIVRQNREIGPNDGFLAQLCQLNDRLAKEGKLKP
BoNT-A LC inh2 – BoNT/A light chain protease inhibitors, primary screen, biochemical, flow cytometry, MLPCN library; multiplex microsphere protease substrate cleavage; Botulinum neurotoxin type A light chain protease (Clostridium botulinum A str. ATCC 3502); 360,000 tested, 0.17% active; inhibition, % at 10 µM; note: plate controls were buffer without enzyme for full effect and enzyme alone for no effect
Numbers without * were called inactive; i = inactive; u = inconclusive; x = not tested or not shown. Cut-off read from the data, not from the text of the source, unless noted: active = inhibition above about 30%; inconclusive = no clear call, values can overlap the other calls; inactive = below that. A portion of the library; count on the stated rates, not on these rows.

structure	Vc quorum ag	Yp Topo-I inh	TcdB GH inh	PfHsp40 yeast	PriA SSB inh	CCHF vOTU inh	Anthrax LF prot	SARS 3CLpro inh	DUSP3 inh	BoNT-A LC inh2
O=C(O)c1cc(Cl)c2ccccc2c1O	x	-3	x	-1.0	-5	-14	-13	3	-5	-1.4
CCCN(CCC)CCCNC(=O)C1CCC(CNS(=O)(=O)c2cccc3nsnc23)CC1 (stereo not given)	-0.7	7	x	-1.5	-12	x	-4	-1	48	1.3
COC(=O)C1CC23C=CCN4CCC5(c6ccccc6NC15C2C)C43 (stereo not given)	0.7	2	-2.3	-0.4	9	1	9	1	9	-3.6
CC1C(=O)Nc2ccccc2N1C(=O)c1ccc(Cl)c(Cl)c1 (stereo not given)	i	6	1.1	-0.4	-15	-8	-11	0	34	-2.5
O=C(OCc1nc2ccccc2s1)C1CCN(C2=NS(=O)(=O)c3ccccc32)CC1	x	37	x	1.0	-2	-1	-3	-2	34	2.0
COc1ccc(CCNC(=O)COc2ncnc3ccccc23)cc1	i	4	-0.2	0.4	-6	-11	-5	-3	39	-0.5
COc1ccc(N2CCN(C(=O)COC(=O)[C@@H](NC(=O)OCc3ccccc3)C(C)C)CC2)cc1	i	26	0.3	1.0	5	6	0	x	x	-0.2
Cc1cc(Cl)ccc1NC(=O)CN1CCN(C(=O)c2ccco2)CC1	-3.3	9	-0.9	-1.4	-10	-1	-7	-3	-29	0.7
CCCCOc1ccc(NC(=O)Cn2c(=O)ccc3c(C)cc(C)nc32)cc1	-0.8	9	x	0.1	-5	18	-2	-4	12	0.0
CC(C)c1c(C(=O)N/N=C/c2cccc(OCc3ccccc3)c2)nnn1-c1nonc1N	-0.3	-5	0.4	1.9	x	5	0	10	-7	-1.8
CCc1ccccc1NC(=O)c1cc(S(=O)(=O)N2CCc3ccccc32)cn1C	i	17	-5.4	-0.1	4	13	-1	-4	6	-0.2
CN(C)C/C(Cl)=C(\Cl)c1ccccc1	-1.0	0	x	0.4	2	-5	-4	0	19	0.6
COc1ccc(C(C(=O)Nc2ccc(C(C)C)cc2)N(C)C(=O)c2ccc(=O)[nH]c2)cc1 (stereo not given)	-0.3	15	0.7	0.9	-2	4	-4	6	21	-0.9
FC(F)(F)c1nc(Oc2ccccc2)c2ccccc2n1	0.3	6	x	-0.4	-28	5	-1	-1	-16	0.1
O=C(Nc1ccon1)c1sc2cc(Cl)ccc2c1Cl	0.0	6	-0.7	-1.9	3	-17	3	1	1	3.0
CCn1c(SCC(=O)Nc2ccc3c(c2)OCO3)nnc1-c1ccccc1O	1.5	1	x	0.9	-8	1	-1	5	26	-0.4
CCc1ccc(Nc2n[n+](C)c(-c3ccncc3)s2)cc1	0.9	-10	-0.5	-2.0	7	9	-2	-2	13	0.4
O=c1c2ccccc2nc(-c2ccco2)n1-c1ccc(Br)cn1	-0.3	0	x	1.9	2	2	-11	-4	15	0.6
CC(C)c1ccc(Nc2nnc(SCC(=O)NCC3CCCO3)s2)cc1 (stereo not given)	-7.6	24	0.7	-0.3	-16	11	-4	x	x	-0.6
CC(Oc1cc2oc(=O)c3c(c2cc1Cl)CCC3)C(=O)N1C[C@H]2C[C@@H](C1)c1cccc(=O)n1C2 (stereo not given in full)	-0.6	7	0.6	-0.7	x	-32	-11	0	41	-2.0
CCOc1ccc(OCCC(=O)OC(C)C(=O)Nc2ccc(C(C)=O)cc2)cc1 (stereo not given)	i	6	-0.4	-1.9	-2	4	0	-3	15	-2.0
CC(=O)Nc1ccc(S(=O)(=O)NC(C)c2nc(-c3ccccc3)no2)cc1 (stereo not given)	-0.5	2	0.9	0.9	-8	-20	2	-7	1	-5.1
CC(C)(C)C(=O)O/N=C(\N)c1ccc([N+](=O)[O-])s1	-0.6	0	-0.4	1.2	i	-9	-4	1	13	-0.7
CC1=C(C(=O)c2ccccc2)C(c2ccc(N3CCOCC3)cc2)NC(=O)N1 (stereo not given)	i	-6	0.7	-0.3	-2	-10	-11	4	17	-0.1
CCOc1ccccc1CN1C(=O)NC2(CCCCCC2)C1=O	-0.6	11	-1.0	-0.7	-6	14	0	4	7	-1.9
CC12CNCC(C)(CNC1)C2O (stereo not given)	-0.2	0	0.1	-0.5	-3	-1	-4	3	18	0.6
O=C1NCN(c2ccccc2)C12CCN(C(c1cccc3ccccc13)c1nnnn1Cc1ccccc1)CC2 (stereo not given)	x	x	1.2	x	x	11	-1	x	x	-0.4
O=C(Nc1nnc(COc2ccc(Cl)cc2)s1)c1cccs1	i	-2	x	0.4	3	-1	3	-2	0	0.1
CC(C)OC(=O)c1ccc(COC(=O)c2cnccn2)cc1	-0.3	12	0.1	-0.3	-17	-14	4	8	-10	-1.0
Nc1ncnc(Sc2ncccn2)c1[N+](=O)[O-]	-0.5	-13	-0.6	2.6	-12	6	-2	4	23	0.4

Shown field by field: two of the compounds above
> CCCN(CCC)CCCNC(=O)C1CCC(CNS(=O)(=O)c2cccc3nsnc23)CC1 (stereo not given)
  Vc quorum ag = -0.7	Yp Topo-I inh = 7	TcdB GH inh = x	PfHsp40 yeast = -1.5	PriA SSB inh = -12	CCHF vOTU inh = x	Anthrax LF prot = -4	SARS 3CLpro inh = -1	DUSP3 inh = 48	BoNT-A LC inh2 = 1.3
> CCc1ccccc1NC(=O)c1cc(S(=O)(=O)N2CCc3ccccc32)cn1C
  Vc quorum ag = i	Yp Topo-I inh = 17	TcdB GH inh = -5.4	PfHsp40 yeast = -0.1	PriA SSB inh = 4	CCHF vOTU inh = 13	Anthrax LF prot = -1	SARS 3CLpro inh = -4	DUSP3 inh = 6	BoNT-A LC inh2 = -0.2

Molecules from the list above with two or more sulfur atoms (4):
structure	Vc quorum ag	Yp Topo-I inh	TcdB GH inh	PfHsp40 yeast	PriA SSB inh	CCHF vOTU inh	Anthrax LF prot	SARS 3CLpro inh	DUSP3 inh	BoNT-A LC inh2
CCCN(CCC)CCCNC(=O)C1CCC(CNS(=O)(=O)c2cccc3nsnc23)CC1 (stereo not given)	-0.7	7	x	-1.5	-12	x	-4	-1	48	1.3
O=C(OCc1nc2ccccc2s1)C1CCN(C2=NS(=O)(=O)c3ccccc32)CC1	x	37	x	1.0	-2	-1	-3	-2	34	2.0
CC(C)c1ccc(Nc2nnc(SCC(=O)NCC3CCCO3)s2)cc1 (stereo not given)	-7.6	24	0.7	-0.3	-16	11	-4	x	x	-0.6
O=C(Nc1nnc(COc2ccc(Cl)cc2)s1)c1cccs1	i	-2	x	0.4	3	-1	3	-2	0	0.1

Remaining list, next part:
structure	Vc quorum ag	Yp Topo-I inh	TcdB GH inh	PfHsp40 yeast	PriA SSB inh	CCHF vOTU inh	Anthrax LF prot	SARS 3CLpro inh	DUSP3 inh	BoNT-A LC inh2
CN1CCN(c2ccccc2NC(=O)c2cccs2)CC1	-1.7	3	1.0	1.2	-8	0	2	-8	18	-0.7
O=C(CSc1nnc(-c2ccc(Cl)cc2)n1Cc1ccco1)c1cccs1	i	-3	x	0.3	2	1	1	5	-7	2.1
O=C(CCC(=O)c1ccc(Cl)cc1)OCc1nc2ccsc2c(=O)[nH]1	i	1	-5.7	-0.1	-12	13	x	x	x	x
COc1ccc(CNC(=O)C(C)Sc2nc3ccccc3c(=O)n2CC2CCCO2)cc1 (stereo not given)	i	9	0.5	-0.6	4	-3	2	x	x	0.0
Cn1c(=O)c2[nH]c(-c3ccc(S(=O)(=O)O)cc3)nc2n(C)c1=O	i	2	2.7	-1.2	-7	-254	2	x	x	-0.3
C=CCN(c1ccc(C(=O)N(CC)CC)cc1)S(C)(=O)=O	i	-4	x	-0.6	-5	5	1	-4	29	-6.4
COc1ccc(CCN2C(=NC(=O)C(C)C)SC3CS(=O)(=O)CC32)cc1 (stereo not given)	0.6	-2	-0.1	-0.1	-19	-9	-8	0	17	u
COc1ccccc1CNC(=O)C(CCSC)NC(=O)C1CCC(C)CC1 (stereo not given)	-0.4	7	x	0.2	-11	-13	-5	2	-15	-0.3
O=C(Nc1ccc(O)cc1)C1CCCO1 (stereo not given)	i	3	x	-0.9	-9	-1	-2	-2	26	-0.5
O=C(O)/C=C/C(=O)c1ccc2c(c1)NC(=O)CO2	-0.1	6	-0.7	0.2	-22	-5	0	4	8	0.8
CC(C)C[C@@H](CN=[N+]=[N-])N1CCN(C)CCC1=O	i	-7	0.8	-0.6	-12	12	-7	-3	36	-0.1
COc1ccccc1-c1c(-c2ccc(O)cc2O)n[nH]c1C(F)(F)F	-0.3	-5	8.3	-1.2	9	11	-7	-3	-18	-1.1
Cc1ccc(-c2ccc(SCC(=O)NC3CCCC3)nn2)cc1	-3.6	9	0.7	-0.4	-2	6	-2	4	-18	0.2
CCOc1cc(/C=N/NC(=O)Cn2nc([N+](=O)[O-])cc2C)cc(Br)c1OCc1ccccc1F	-0.2	7	x	0.5	x	-4	-6	-7	0	1.1
O=C(COc1ccc(Cl)cc1)N(Cc1ccccc1)c1nc(-c2ccccc2)cs1	-0.7	4	x	-0.1	-2	-7	-2	4	20	-1.0
O=C(NC(=O)N1CCCCC1)c1ccccc1	i	-2	-0.2	-1.3	-8	2	-4	1	13	0.0
O=C(Cc1ccccc1)N/N=C/c1cccs1	-0.2	4	x	-0.8	x	2	0	-2	25	0.2
CCCCN(C)c1nc(-c2ccco2)c2c(c1C#N)CC(C)(C)OC2	-0.3	21	-7.8	3.0	-11	4	2	3	17	12
CCOc1cc(/C=C2/C(=O)N(c3ccccc3)N=C2C)ccc1OC(=O)c1ccco1	-0.1	10	x	-0.1	-28	68*	-19	-2	9	0.7
COCCN(Cc1ccco1)C(=O)Cn1ncc2c(=O)oc3ccccc3c21	i	3	0.8	-0.9	-2	9	1	2	29	-0.6
Cn1cccc1/C=C1/C(=O)NC(=O)N(Cc2ccccc2)C1=O	-0.2	-1	-0.4	-1.2	-9	-3	0	5	-7	0.2
CC(=O)c1ccc(N2CCN(C(=O)COc3ccc(F)cc3)CC2)c(F)c1	x	12	x	0.4	-11	2	-2	-6	8	-0.2
